ADAM10 inh = inhibits human ADAM10 | hit rate 0.62% among 370,000 | recombinant ADAM10, EDANS/DABCYL FRET peptide cleavage, 3 h | inhibition, % at 7 µM | O14672;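 active = inhibition above a per-campaign cutoff equal to the mean of compounds falling between control-based bounds plus 3 SD, cut at about 20% in these data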;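 also: 0% = DMSO wells while the 100% control is not disclosed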
TDP2 absorb = TDP2 (human) inhibition, absorbance primary screen; inhibition, % at 12.8 µM; recombinant TDP2, T5PNP hydrolysis, p-nitrophenol absorbance 415 nm; hit rate 0.34% among 370,000; O95551; AID 720702;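 active = inhibition above the mean of all tested compounds plus 3 SD, set per campaign, cut at about 25% in these data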;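 also: 0% = DMSO with enzyme and 100% = buffer with substrate but no TDP2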
Target sequence (O95551 whole entry, looked up): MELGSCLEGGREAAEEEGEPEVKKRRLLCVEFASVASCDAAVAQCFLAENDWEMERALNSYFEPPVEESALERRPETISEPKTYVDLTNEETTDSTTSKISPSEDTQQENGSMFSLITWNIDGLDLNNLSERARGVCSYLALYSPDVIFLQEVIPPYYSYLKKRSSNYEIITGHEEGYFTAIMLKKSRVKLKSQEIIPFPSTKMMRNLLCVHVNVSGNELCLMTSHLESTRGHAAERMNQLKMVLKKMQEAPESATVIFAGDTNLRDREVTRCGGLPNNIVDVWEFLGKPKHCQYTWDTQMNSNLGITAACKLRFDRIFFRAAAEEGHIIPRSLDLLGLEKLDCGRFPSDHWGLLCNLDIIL
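Test system: human TDP2 enzyme; Input: 120 nM TDP2 per well; Buffer or medium: Mg2+-containing Tris-HCl buffer, pH 7.5; Reagent: 5 mM T5PNP; Dosing: 12.8 µM single point, 1% DMSO; Incubation: reaction 2 h, 37 °C; Detection: p-Nitrophenol epi absorbance; Read-out: % inhibition relative to enzyme-containing and enzyme-free wells; Replicates: single well per compound.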
ARFGAP1 inhibitor = inhibits rat ARF GTPase activating protein 1; Q62848; Arfgap1-stimulated ARF1 GTP hydrolysis, GDP FP detection; inhibition, % at 16.5 µM; hit rate 0.26% among 360,000;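 active = inhibition above a per-plate limit, mean inhibition of low control wells plus 3 SD, cut at about 25% in these data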;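 also: 0% = DMSO wells with enzyme and 100% = wells lacking Arfgap1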
Target sequence (Q62848 1-136 limits assumed): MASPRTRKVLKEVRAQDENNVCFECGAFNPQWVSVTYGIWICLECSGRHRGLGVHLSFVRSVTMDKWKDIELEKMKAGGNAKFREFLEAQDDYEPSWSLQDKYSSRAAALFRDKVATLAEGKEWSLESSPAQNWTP
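Repeats: one replicate per compound; assay system: rat Arfgap1 catalytic domain, aa 1-136; times: enzyme reaction 120 min at 25 °C after 20 min preincubation; detection: FP of antibody-bound GDP Alexa 633 tracer, ex 620/em 688 nm; benchmarks: high control wells lacking Arfgap1, low control full reaction with DMSO; reagent: human ARF1(Δ1-17)-GTP substrate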
Tn7 DDE FP = DD(E)-Tn7 binding inhibition, primary FP screen; hit rate 0.13% among 370,000; inhibition, % at 8.3 µM; FP displacement of FITC-Tn7 peptide from fibrin DD(E); 0% = median of compound wells per plate; P02675;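 active = inhibition above the mean of compounds falling within the control limits plus 3 SD of them, cut at about 14% in these data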;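 also: 0% = plate median of compound wells and 100% = 10 µM Aha-Tn7 peptide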
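system = human fibrin DD(E) protein | quantity = DD(E) 2 µM final | medium = Tris/NaCl/CaCl2 buffer, pH 7.8 | also added = labelled Tn7 tracer, 0.1 µM | compound dosing = single point at 8.3 µM | timing = compound with protein 10 min, then 3 h after probe, room temperature | signal = FP measurement | benchmarks = Aha-Tn7 high control | repeats = one replicate per compound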
ASAP1 GAP inh = ASAP1 ArfGAP inhibition; ASAP1-stimulated ARF1 GTP hydrolysis, GDP FP detection; inhibition, % at 16.5 µM; hit rate 0.19% among 360,000; AID 624377; in the data active = inhibition above about 25%;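 also: 0% = vehicle with enzyme and substrate and 100% = no enzyme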
Tn6 DDE FP = inhibitors of Tn6 peptide binding to human fibrin DD(E); P02675; Fibrin DD(E) TRITC-Tn6 fluorescence polarization displacement; inhibition, % at 8.3 µM; hit rate 0.21% among 370,000; AID 720509;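 active = inhibition above a per-campaign cutoff: mean of compounds within control limits plus 3 SD, cut at about 15% in these data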;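 also: 0% = median of all compound wells on the plate and 100% = blocking peptide control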
ADAM17 inh = inhibits human ADAM17 | P78536 | hit rate 0.83% among 370,000 | recombinant ADAM17, EDANS/DABCYL FRET peptide cleavage | inhibition, % at 6.95 µM;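 active = inhibition above the mean of compounds lying between control limits plus 3 SD, set per campaign, cut at about 8.5% in these data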;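 also: 0% = DMSO-only wells as the low control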
KLK7 zymogen act = activators of human kallikrein-7 zymogen. hit rate 0.9% among 370,000. purified proKLK7, EDANS-DABCYL substrate fluorescence; 100% is mature enzyme control, 0% vehicle. AID 652039. activation, % at 7 µM;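 active = activation above the mean of all tested compounds plus 3 SD, computed per campaign excluding outliers beyond control limits, cut at about 13% in these data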
Target sequence (P49862 whole entry, looked up): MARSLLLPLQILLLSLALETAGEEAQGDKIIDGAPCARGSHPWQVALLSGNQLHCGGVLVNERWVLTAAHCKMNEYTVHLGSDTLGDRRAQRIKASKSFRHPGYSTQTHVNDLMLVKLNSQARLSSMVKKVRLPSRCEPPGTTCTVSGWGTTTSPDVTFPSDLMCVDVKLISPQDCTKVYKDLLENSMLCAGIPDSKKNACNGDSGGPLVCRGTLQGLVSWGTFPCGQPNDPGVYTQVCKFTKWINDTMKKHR
LEDGF integ inh = blocks HIV-1 LEDGF/p75-dependent DNA integration. hit rate 0.64% among 370,000. inhibition, % at 3.7 µM. AID 743269. TR-FRET IN-LEDGF/p75 DNA integration, Eu/Cy5;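 active = inhibition above the screen-wide mean plus 3 SD, cut at about 13% in these data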;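 also: signal is the Cy5 over europium emission ratio at 671 and 618 nm; 0% = plate median of compound wells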
PLC-gamma1 inh = blocks human PLC-gamma1 enzyme activity; P19174; purified PLC-gamma1, fluorogenic substrate, fluorescence; inhibition, % at 12.2 µM; hit rate 0.84% among 370,000; in the data active = inhibition above about 9.5%
The depositor's hits bear a star. Hits appear at their usual frequency; any-hit rate near 4.2%.

How did O=C(NCc1ccc(F)cc1)C1C2C=CC3(CN(Cc4cccnc4)C(=O)C13)O2 (stereo not drawn) do in these assays?
ADAM10 inh: 0; TDP2 absorb: 10; ARFGAP1 inhibitor: 1; Tn7 DDE FP: -3; ASAP1 GAP inh: 6; Tn6 DDE FP: 1; ADAM17 inh: -2; KLK7 zymogen act: 0.3; LEDGF integ inh: -1; PLC-gamma1 inh: 2

How did Nc1cnn(Cc2ccccc2F)c1 do in these assays?
ADAM10 inh: 6; TDP2 absorb: 23; ARFGAP1 inhibitor: 2; Tn7 DDE FP: 0; ASAP1 GAP inh: -4; Tn6 DDE FP: -1; ADAM17 inh: 3; KLK7 zymogen act: 0.1; LEDGF integ inh: -1; PLC-gamma1 inh: 3

How did CCCc1cc(=O)n2[nH]c(NCc3cccs3)nc2n1 do in these assays?
ADAM10 inh: -2; TDP2 absorb: -3; ARFGAP1 inhibitor: -5; Tn7 DDE FP: -3; ASAP1 GAP inh: 8; Tn6 DDE FP: 1; ADAM17 inh: -2; KLK7 zymogen act: -0.3; LEDGF integ inh: -2; PLC-gamma1 inh: 1

What do the screens show for `COc1ccc(Cl)cc1NC(=S)NN1CCOCC1`?
ADAM10 inh: -3; TDP2 absorb: 13; ARFGAP1 inhibitor: -8; Tn7 DDE FP: 0; ASAP1 GAP inh: -9; Tn6 DDE FP: -2; ADAM17 inh: -2; KLK7 zymogen act: 0.0; LEDGF integ inh: -1; PLC-gamma1 inh: 3

What do the screens show for `CN1CCN(C(=O)c2ccc3c(c2)N(Cc2ccccc2F)C(=O)c2ccccc2S3=O)CC1` (stereo not drawn)?
ADAM10 inh: 0; TDP2 absorb: -3; ARFGAP1 inhibitor: 2; Tn7 DDE FP: -5; ASAP1 GAP inh: 1; Tn6 DDE FP: -5; ADAM17 inh: 0; KLK7 zymogen act: -0.3; LEDGF integ inh: 3; PLC-gamma1 inh: 6

What do the screens show for `CC(=O)Nc1ccc2c(COC(=O)CC3Sc4ccccc4NC3=O)cc(=O)oc2c1` (stereo not drawn)?
ADAM10 inh: -196; TDP2 absorb: 9; ARFGAP1 inhibitor: 3; Tn7 DDE FP: -5; ASAP1 GAP inh: 13; Tn6 DDE FP: 2; ADAM17 inh: -66; KLK7 zymogen act: 0.2; LEDGF integ inh: 14*; PLC-gamma1 inh: -63

Results for CN(Cc1ccccc1)C(=O)c1ccco1 ?
ADAM10 inh: 2; TDP2 absorb: -4; ARFGAP1 inhibitor: -1; Tn7 DDE FP: 1; ASAP1 GAP inh: 4; Tn6 DDE FP: -3; ADAM17 inh: -1; KLK7 zymogen act: -0.2; LEDGF integ inh: 5; PLC-gamma1 inh: 0

Results for CN(CC(=O)Nc1ccc(Cl)c(C(F)(F)F)c1)C(=O)c1ccc(N2CCOCC2)c([N+](=O)[O-])c1 ?
ADAM10 inh: 12; TDP2 absorb: -8; ARFGAP1 inhibitor: 12; Tn7 DDE FP: -7; ASAP1 GAP inh: -3; Tn6 DDE FP: 5; ADAM17 inh: 5; KLK7 zymogen act: 0.1; LEDGF integ inh: 3; PLC-gamma1 inh: 6

Results for CN1/C(=C/C(=O)COC(=O)CN2C(=O)C3CC=CCC3C2=O)C(C)(C)c2ccccc21 (stereo not drawn) ?
ADAM10 inh: -118; TDP2 absorb: 9; ARFGAP1 inhibitor: -4; Tn7 DDE FP: -3; ASAP1 GAP inh: 1; Tn6 DDE FP: -1; ADAM17 inh: -34; KLK7 zymogen act: -0.5; LEDGF integ inh: 1; PLC-gamma1 inh: -69

How did CN(CC(=O)Nc1c(Cl)cccc1Cl)C(=O)c1ccc2ccccc2n1 do in these assays?
ADAM10 inh: -3; TDP2 absorb: -9; ARFGAP1 inhibitor: 7; Tn7 DDE FP: -4; ASAP1 GAP inh: -6; Tn6 DDE FP: 1; ADAM17 inh: -2; KLK7 zymogen act: -0.3; LEDGF integ inh: 2; PLC-gamma1 inh: -5

Results for CCN(CC)S(=O)(=O)c1ccc(C(=O)Nc2nnc(NC(=S)Nc3ccccc3)s2)cc1 ?
ADAM10 inh: 8; TDP2 absorb: 2; ARFGAP1 inhibitor: 11; Tn7 DDE FP: -2; ASAP1 GAP inh: 5; Tn6 DDE FP: 0; ADAM17 inh: 4; KLK7 zymogen act: 0.1; LEDGF integ inh: -1; PLC-gamma1 inh: -24

Results for COc1ccccc1CNC(=O)c1c(-c2ccccc2Cl)noc1C ?
ADAM10 inh: -8; TDP2 absorb: 5; ARFGAP1 inhibitor: -9; Tn7 DDE FP: -2; ASAP1 GAP inh: -2; Tn6 DDE FP: 9; ADAM17 inh: 0; KLK7 zymogen act: -0.6; LEDGF integ inh: -7; PLC-gamma1 inh: 4

How did Cc1ccc2c(c1)[C@H]1[C@H](CO2)[C@H](c2ccccc2)[C@]2(C)C(=O)N(Cc3ccccc3)CC(=O)N12 do in these assays?
ADAM10 inh: -2; TDP2 absorb: 4; ARFGAP1 inhibitor: 14; Tn7 DDE FP: 8; ASAP1 GAP inh: 6; Tn6 DDE FP: 6; ADAM17 inh: -5; KLK7 zymogen act: -0.2; LEDGF integ inh: 2; PLC-gamma1 inh: -1

How did N#Cc1ccsc1NC(=O)CCN1C(=O)C2CCCCC2C1=O (stereo not drawn) do in these assays?
ADAM10 inh: -16; TDP2 absorb: 1; ARFGAP1 inhibitor: 6; Tn7 DDE FP: -2; ASAP1 GAP inh: -8; Tn6 DDE FP: -2; ADAM17 inh: -2; KLK7 zymogen act: -0.9; LEDGF integ inh: -5; PLC-gamma1 inh: 0

How did COc1cccc2c(C)c(C(=O)O)[nH]c12 do in these assays?
ADAM10 inh: -38; TDP2 absorb: 1; ARFGAP1 inhibitor: -11; Tn7 DDE FP: 1; ASAP1 GAP inh: -3; Tn6 DDE FP: 5; ADAM17 inh: -17; KLK7 zymogen act: -0.1; LEDGF integ inh: -1; PLC-gamma1 inh: -48

Results for COCC(C)NCc1cccc(OC)c1OC (stereo not drawn) ?
ADAM10 inh: -5; TDP2 absorb: 10; ARFGAP1 inhibitor: -5; Tn7 DDE FP: -5; ASAP1 GAP inh: -11; Tn6 DDE FP: 0; ADAM17 inh: -9; KLK7 zymogen act: 0.0; LEDGF integ inh: -3; PLC-gamma1 inh: -1

Results for OCCC1CN(C2CCN(c3ccccc3)CC2)CCN1Cc1ccc(F)c(F)c1 (stereo not drawn) ?
ADAM10 inh: -10; TDP2 absorb: 6; ARFGAP1 inhibitor: 5; Tn7 DDE FP: 3; ASAP1 GAP inh: 7; Tn6 DDE FP: -3; ADAM17 inh: -11; KLK7 zymogen act: 0.0; LEDGF integ inh: 1; PLC-gamma1 inh: -1

What do the screens show for `CC(C)(C)c1ccc(-c2cc(N)n[nH]2)cc1`?
ADAM10 inh: -10; TDP2 absorb: 11; ARFGAP1 inhibitor: 8; Tn7 DDE FP: -2; ASAP1 GAP inh: 10; Tn6 DDE FP: -2; ADAM17 inh: -5; KLK7 zymogen act: -0.1; LEDGF integ inh: -1; PLC-gamma1 inh: 0

How did Cc1onc(-c2ccccc2)c1C(=O)NCCSCc1ccco1 do in these assays?
ADAM10 inh: -2; TDP2 absorb: 4; ARFGAP1 inhibitor: -11; Tn7 DDE FP: -5; ASAP1 GAP inh: -5; Tn6 DDE FP: 1; ADAM17 inh: -4; KLK7 zymogen act: 0.7; LEDGF integ inh: 4; PLC-gamma1 inh: -4

How did CCN1CCN(S(=O)(=O)c2ccc(S(=O)(=O)N(CC)Cc3ccccc3)cc2)CC1 do in these assays?
ADAM10 inh: -10; TDP2 absorb: -4; ARFGAP1 inhibitor: 5; Tn7 DDE FP: -4; ASAP1 GAP inh: -11; Tn6 DDE FP: -11; ADAM17 inh: 2; KLK7 zymogen act: 0.2; LEDGF integ inh: -1; PLC-gamma1 inh: 4

What do the screens show for `CN1CCN(c2ccc(-c3cc(NC=O)c4ncc(-c5ccc(F)c(Cl)c5)n4c3)cc2)CC1`?
ADAM10 inh: -27; TDP2 absorb: 3; ARFGAP1 inhibitor: 8; Tn7 DDE FP: 3; ASAP1 GAP inh: 1; Tn6 DDE FP: -1; ADAM17 inh: -8; KLK7 zymogen act: -0.8; LEDGF integ inh: -3; PLC-gamma1 inh: -177

What do the screens show for `O=S(=O)(Nc1ccc2ccccc2n1)c1ccc2c(c1)CCO2`?
ADAM10 inh: -17; TDP2 absorb: 3; ARFGAP1 inhibitor: -3; Tn7 DDE FP: 6; ASAP1 GAP inh: 7; Tn6 DDE FP: -5; ADAM17 inh: -6; KLK7 zymogen act: 0.4; LEDGF integ inh: 1; PLC-gamma1 inh: -20

What do the screens show for `COc1ccc(Cc2noc(-c3ccc(C)cc3)n2)cc1`?
ADAM10 inh: 0; TDP2 absorb: -5; ARFGAP1 inhibitor: 1; Tn7 DDE FP: 4; ASAP1 GAP inh: -2; Tn6 DDE FP: 6; ADAM17 inh: -6; KLK7 zymogen act: -0.5; LEDGF integ inh: 1; PLC-gamma1 inh: -3

What do the screens show for `COc1ccc2cc3cc(C(=O)NCCc4ccc(OC)c(OC)c4)oc3nc2c1`?
ADAM10 inh: -490; TDP2 absorb: 10; ARFGAP1 inhibitor: 17; Tn7 DDE FP: 3; ASAP1 GAP inh: -1; Tn6 DDE FP: -3; ADAM17 inh: -99; KLK7 zymogen act: -74; LEDGF integ inh: -2; PLC-gamma1 inh: -54

What do the screens show for `CCOc1ccc(-n2c(-c3ccccc3)c[n+]3c2CCC3)cc1`?
ADAM10 inh: 3; TDP2 absorb: 7; ARFGAP1 inhibitor: 3; Tn7 DDE FP: 2; ASAP1 GAP inh: -7; Tn6 DDE FP: 8; ADAM17 inh: 1; KLK7 zymogen act: 0.6; LEDGF integ inh: 1; PLC-gamma1 inh: 3

Structures shown so far that have a thiophene ring, fused or not, in the order listed:
How did CCCc1cc(=O)n2[nH]c(NCc3cccs3)nc2n1 do in these assays?
ADAM10 inh: -2; TDP2 absorb: -3; ARFGAP1 inhibitor: -5; Tn7 DDE FP: -3; ASAP1 GAP inh: 8; Tn6 DDE FP: 1; ADAM17 inh: -2; KLK7 zymogen act: -0.3; LEDGF integ inh: -2; PLC-gamma1 inh: 1

How did N#Cc1ccsc1NC(=O)CCN1C(=O)C2CCCCC2C1=O (stereo not drawn) do in these assays?
ADAM10 inh: -16; TDP2 absorb: 1; ARFGAP1 inhibitor: 6; Tn7 DDE FP: -2; ASAP1 GAP inh: -8; Tn6 DDE FP: -2; ADAM17 inh: -2; KLK7 zymogen act: -0.9; LEDGF integ inh: -5; PLC-gamma1 inh: 0
